# Screening results: PubChem, several laboratories
# Pemphigus Ab inh: inhibitors of pemphigus antibody binding to human desmoglein-3 | P32926 | DSG3-coupled beads, scFv-anti-DSG3-GFP binding, flow cytometry; active compounds read low | binding (percent of control), % at 10 µM | hit rate 0.48% among 310,000;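 active = binding more than 3 SD below its plate's average and above zero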;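 also: hits lower antibody fragment binding to DSG3; some compounds called inactive have numbers as strong as hits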
# Target sequence (P32926 whole entry, looked up, the tested form may be a part): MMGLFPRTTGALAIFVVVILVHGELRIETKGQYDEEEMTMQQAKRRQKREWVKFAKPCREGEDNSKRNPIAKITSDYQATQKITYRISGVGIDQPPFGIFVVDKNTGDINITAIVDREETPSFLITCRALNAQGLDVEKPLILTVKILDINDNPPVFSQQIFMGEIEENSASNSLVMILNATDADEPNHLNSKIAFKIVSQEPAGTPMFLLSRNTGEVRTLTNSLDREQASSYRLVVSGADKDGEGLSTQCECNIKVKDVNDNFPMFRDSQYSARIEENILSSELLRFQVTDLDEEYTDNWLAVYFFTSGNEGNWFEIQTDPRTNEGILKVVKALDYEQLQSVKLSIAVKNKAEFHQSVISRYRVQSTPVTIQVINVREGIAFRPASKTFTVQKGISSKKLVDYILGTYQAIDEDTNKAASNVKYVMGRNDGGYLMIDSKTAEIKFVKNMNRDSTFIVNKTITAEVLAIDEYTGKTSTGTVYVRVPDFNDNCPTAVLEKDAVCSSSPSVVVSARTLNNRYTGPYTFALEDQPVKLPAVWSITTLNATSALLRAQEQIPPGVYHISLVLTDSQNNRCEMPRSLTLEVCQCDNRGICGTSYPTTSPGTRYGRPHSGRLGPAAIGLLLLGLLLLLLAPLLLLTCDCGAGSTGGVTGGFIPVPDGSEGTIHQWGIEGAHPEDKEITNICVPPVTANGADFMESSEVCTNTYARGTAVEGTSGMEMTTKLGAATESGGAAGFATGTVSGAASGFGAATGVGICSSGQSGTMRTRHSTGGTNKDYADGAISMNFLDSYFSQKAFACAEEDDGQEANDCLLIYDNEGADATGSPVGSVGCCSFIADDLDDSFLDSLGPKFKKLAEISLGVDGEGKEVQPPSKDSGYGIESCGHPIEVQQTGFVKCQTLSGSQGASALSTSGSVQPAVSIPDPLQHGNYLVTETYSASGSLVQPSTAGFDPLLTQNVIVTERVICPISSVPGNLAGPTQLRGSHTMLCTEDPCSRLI
# HTR5A inv ag: counter-screen for OPRM1-OPRD1 inverse agonists: human HTR5A inverse agonism; P47898; inhibition, % at 9.3 µM; HTR5A cell line, luminescence; hit rate 0.083% among 340,000; in the data active = inhibition mostly above about 23%, no sharp cut-off; inactive = mostly below about 18%;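 also: 0% = cells with DMSO and 100% = no-cell wells with DMSO; some compounds called inactive have numbers as strong as hits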
# phage Ecoli inh: E. coli growth loss with phage present; growth absorbance; inhibition, % at 11.9 µM; hit rate 0.26% among 360,000; AID 651602; in the data active = inhibition above about 11%
# AddAB inh: less growth of phage-infected E. coli with AddAB; hit rate 0.29% among 330,000; E. coli expressing H. pylori AddAB, absorbance growth; inhibition, % at 11.9 µM; AID 435030; in the data active = inhibition above about 12%;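 also: 0% = vehicle wells of infected cells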
# MOR-DOR ag: agonists of human mu-delta opioid receptor heterodimerization | hit rate 0.3% among 340,000 | activation, % at 9.3 µM | cells, OPRM1-OPRD1 heterodimerization, luminescence; in the data active = activation above about 18%;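 also: 0% = vehicle-treated cells and 100% = reference agonist; values of inactives mirror those of a sister screen read the other way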
# PKA-R1A act: activators of PKA-R1A complex; PKA-R1A dissociation, Cy5-IP20 fluorescence polarization; scaled: DMSO 0%, 113 µM cGMP 100%; activation, % at 11.4 µM; hit rate 0.083% among 340,000; AID 504707;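 active = percent activation above the mean of all tested compounds plus 3 SD, cut at about 19% in these data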;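 also: higher means more PKAc released from R1A so a rise in polarization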
# PfHsp90 set2: growth inhibition of yeast expressing Plasmodium Hsp90 | S. cerevisiae expressing PfHsp90, BacTiter-Glo ATP, 48 h; yeast lacking PDR1 and PDR3 efflux regulators | inhibition, % at 9.4 µM | hit rate 0.32% among 310,000 | AID 504621;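 active = every replicate shows inhibition above about 80%, whatever the replicate mean, limit read from the data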;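 also: 0% = DMSO neutral controls and 100% = 20 µM radicicol positive controls; yeast relying on Plasmodium falciparum Hsp90 in place of its own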
# HTR5A ag ctr: HTR5A agonism, opioid heterodimer counter-screen; P47898; hit rate 0.61% among 340,000; activation, % at 9.3 µM; HTR5A agonist assay, luminescence, cell-based; AID 504692; in the data active = activation mostly above about 9.5%, no sharp cut-off; inactive = mostly below about 7.6%;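 also: 0% = cells with vehicle only and 100% = reference agonist; strong numbers were not always called active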
# Ecoli viability: bacterial growth inhibition, counter-screen for AddAB inhibitors | inhibition, % at 11.9 µM | E. coli V3065 growth, OD600 absorbance, 18 h | hit rate 0.27% among 330,000 | AID 449728;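 active = inhibition above the campaign's mean inhibition across all tested compounds plus 3 SD, cut at about 9.9% in these data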;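 also: uninfected addAB+ strain grown without phage in ampicillin broth; 0% = DMSO wells and 100% = ciprofloxacin 0.95 µg/ml wells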
# Mot1-301 SUMO: blocks SUMOylation pathway, rescuing yeast Mot1-301 growth; hit rate 1% among 320,000; growth rescue, % at 18.8 µM; S. cerevisiae Mot1-301 growth rescue, ATP luminescence, 38.5C; percent above DMSO median, 100 means doubled;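 active = every valid replicate shows activation above 250% relative to neutral control wells; inactive = the rest, any valid replicate at or below 250%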;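 also: OY570 slx delta 5 strain wells were the positive control but not used for scaling; some compounds called inactive have numbers as strong as hits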
# MOR-DOR inv ag: inverse agonists of human mu-delta opioid receptor heterodimerization; P35372+P41143; cell-based MOR-DOR heterodimer luminescence, inverse agonism; inhibition, % at 9.3 µM; hit rate 0.21% among 340,000; in the data active = inhibition above about 22%, passing the limit was not always enough;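 also: 0% = cells with DMSO and 100% = wells without cells with DMSO; values of inactives mirror those of a sister screen read the other way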
# * = called active by the depositor; . = no result given. This is a random part of the collection. About 3.2% of those tested had a hit in this group.
SMILES	Pemphigus Ab inh	HTR5A inv ag	phage Ecoli inh	AddAB inh	MOR-DOR ag	PKA-R1A act	PfHsp90 set2	HTR5A ag ctr	Ecoli viability	Mot1-301 SUMO	MOR-DOR inv ag
O=C(c1ccco1)c1nnn(Cc2ccccc2)c1-c1ccccc1	100	-5	2.2	3.5	-1.9	-5	-12	1	0.2	-15	11
CC1CN(C(=O)N(C)C)CCN1C(=O)N(C)C (configuration not stated)	104	2	2.4	0.5	-1.9	1	-13	-1	0.6	197	10
O=C(Nc1cc(=O)c2ccccc2o1)N1CCCCC1	101	-5	2.7	0.2	0.5	5	.	2	0.0	190	-3
COc1cccc(C2C(C(=O)Nc3ccccc3)=C(C)N=c3s/c(=C/c4ccc(OCC(=O)O)cc4)c(=O)n32)c1 (configuration not stated)	101	25	2.5	1.4	-2.1	-11	-72	-2	-5.1	-4	10
S=C(Cc1cccnc1)N1CCOCC1	95	10	.	-0.1	-3.3	-4	5	-4	-0.9	-11	20
CCN(CC)CCn1c(=S)[nH]c2cc(C(=O)N3CC(C)CC(C)C3)ccc2c1=O (configuration not stated)	103	9	2.9	2.8	-2.3	-4	-6	1	-2.8	-17	12
CCN1C(=O)[C@H]2[C@@H](c3ccc(-c4ccc(OC)cc4)cc3)N3CCCC[C@@]3(C(=O)OC)[C@H]2C1=O	96	-30	2.2	4.2	0.2	4	-14	1	0.0	788*	-1
COc1cc(C(=O)OCC(=O)Nc2cc(C)on2)ccc1OCc1ccccc1Cl	103	10	-0.5	-0.3	7.6	-2	-44	2	-2.6	-27	-44
Cc1ccc(C(=O)c2cc3c(cc2[N+](=O)[O-])OCCO3)cc1	100	-1	3.8	1.5	-0.7	0	-35	0	1.2	-9	3
CCOc1ccccc1NC(=O)CSc1nnc(-c2ccco2)o1	100	5	-1.1	-0.6	-1.7	7	-27	-5	-0.6	1	10
Cc1ccc(S(=O)(=O)Nc2cccc3c2O[C@H](CN(C)C(=O)Nc2ccc(C(F)(F)F)cc2)[C@@H](C)CN([C@H](C)CO)C3=O)cc1	103	-3	0.9	1.9	-2.3	-5	-26	1	1.1	16	11
O=C(Nc1cccc2ccccc12)N1CCN(Cc2ccc3c(c2)OCO3)CC1	102	-24	.	3.0	-0.9	1	10	-1	1.7	30	5
O=C(NCc1ccccn1)C(=O)NCC1OCCCN1S(=O)(=O)c1cc(F)ccc1F (configuration not stated)	93	11	-1.5	3.2	-2.3	-11	-5	2	1.8	340	13
C=C1CC(COc2cc(=O)oc3ccccc23)(c2ccccc2)OC1=O (configuration not stated)	.	8	1.5	.	-6.3	2	5	-2	.	.	31
O=C(C1=C[C@H](c2ccc(Br)cc2)C[C@H](OCCCCO)O1)N1CCOCC1	105	1	2.5	-1.8	-1.2	-3	18	-1	-1.9	-3	7
O=C(O)CCCCCNC(=O)CCn1cnc2ccccc2c1=O	.	-5	0.9	0.7	-1.2	-3	.	2	-2.4	-6	6
O=C(CSc1cccc(C(F)(F)F)c1)Nc1ccc(Cl)cc1Cl	105	1	3.6	1.0	6.5	-4	4	0	-2.6	.	-32
O=c1cc(-c2ccccc2O)nc(-c2ccccc2)[nH]1	105	0	0.6	4.1	-2.0	-1	-5	1	1.0	90	10
CCCOc1cccc(C(=O)Nc2ccccc2C(=O)N2CCN(C)CC2)c1	97	18	3.1	-0.3	-0.4	6	-1	-7	1.0	7	2
COC(=O)c1ccccc1OCC(=O)N1CCN(c2ccc(F)cc2)CC1	116	-19	4.0	2.3	-0.6	1	0	2	0.3	3	3
CC(=O)Nc1nnc(-c2ccc(Cl)s2)o1	96	-32	2.1	2.0	-1.7	-7	22	12	0.9	-4	9
O=C1CCc2cc(S(=O)(=O)N3CCCC3C(=O)N3CCN(c4ccccc4)CC3)ccc2N1 (configuration not stated)	105	-3	1.8	-1.6	-0.8	-8	-7	-3	-0.3	211	5
O=C(COC(=O)c1cccc(S(=O)(=O)NCc2ccccc2)c1)c1ccccc1	103	-29	-0.7	0.7	-0.5	2	.	4	0.9	6	3
COc1ccc(CCN2CNc3c(c(=O)n(C)c(=O)n3C)C2)cc1	100	-5	4.1	3.3	-2.4	-8	17	2	-0.6	17	15
CC(c1nnc(SCC(=O)Nc2cccnc2Cl)n1Cc1ccccc1)N(C)C (configuration not stated)	84	1	3.7	3.7	-3.2	5	-7	1	-0.5	10	16
CCN1C(=O)[C@H]2[C@H]3CN=C(SC)N3[C@@](CC)(C(=O)OC)[C@H]2C1=O	97	-6	2.1	-0.1	-0.7	-1	4	2	2.0	.	4
O=C(NCc1ccco1)c1cc([N+](=O)[O-])cc([N+](=O)[O-])c1	126	7	2.8	2.3	7.0	-1	7	7	0.7	-10	-38
CN(C)C(CNC(=O)c1ccc2ccccc2c1)c1ccco1 (configuration not stated)	104	-3	2.6	0.3	30*	-2	7	1	0.2	-18	-158
c1cc(CNC2C3CC4CC(C3)CC2C4)ccn1 (configuration not stated)	103	-2	0.3	1.9	-0.9	-1	.	-2	0.6	31	5
CN(Cc1ccc(Cl)cc1)C(=O)CNC(=O)C12CC3CC(CC(C3)C1)C2	98	-11	0.6	0.4	2.5	-3	-24	5	-0.9	-20	-11
Cc1ccc(C)n1C(CC(=O)O)c1ccc(C#N)cc1 (configuration not stated)	.	.	3.5	1.4	.	.	-19	.	1.3	319	.
CCOCCCNC(=O)c1cc(-c2cccnc2)nc2ccc(S(=O)(=O)N3CCC(C)CC3)cc12	103	7	.	1.5	-2.9	-12	9	0	0.2	0	15
CCOc1cc(/C=N/NC(=O)COc2ccccc2C)ccc1OC(=O)c1cccs1	100	4	1.2	-2.7	1.0	-10	-20	-2	-2.7	-10	-6
CC1CCC(N2CCN(c3ccc([N+](=O)[O-])cc3)CC2)CC1 (configuration not stated)	114	-10	2.9	2.3	0.2	2	-20	3	1.4	101	-1
Cc1c(S(=O)(=O)NCc2ccccc2)c(=O)n(C)c(=O)n1C	94	-3	2.9	-1.4	-2.1	12	16	3	-0.4	115	10
CCC(CC)NC(=O)c1cc(OC)c(OC)c(OC)c1	98	12	-0.6	-1.4	-3.6	1	2	-5	4.5	-11	18
O=c1oc2ccccc2c(N2CCCC2)c1[N+](=O)[O-]	100	-2	-0.1	-0.3	-0.6	2	-1	1	-0.9	5	3
Cn1c(CNc2ccc(Br)cc2)nc2ccccc21	94	-12	3.0	-0.1	-2.1	-3	-4	3	-1.2	8	12
Cc1cc(Br)ccc1NC(=O)c1ccco1	111	4	0.5	1.3	-2.0	-9	-1	-1	-1.5	4	10
Cc1onc(-c2ccccc2)c1C(=O)NC(=S)Nc1sc2c(c1C#N)CCCC2	108	-30	5.5	-1.2	0.7	-7	-6	-2	0.5	-8	-5
COc1cc(C(=O)NCC(=O)N/N=C/c2ccc(-c3cccc([N+](=O)[O-])c3)o2)cc(OC)c1OC	113	-4	0.1	2.2	1.0	-1	-14	2	2.3	-14	-6
COc1ccc(-c2ccc(NS(=O)(=O)c3ccc([N+](=O)[O-])cc3)cc2)nn1	.	-34	0.9	1.5	3.2	6	1	-1	1.7	-3	-16
Cc1cc(NC(=O)c2ccccc2)n(C)n1	99	-6	1.7	-0.2	-2.7	4	17	2	-4.1	-12	12
C[C@H]([C@@H](N)C(=O)N[C@@H](C(=O)O)[C@@H]1O[C@H](n2ccc(=O)[nH]c2=O)[C@@H](O)[C@H]1O)[C@@H](O)c1ccc(O)cn1	.	-12	2.7	-1.9	-1.0	0	6	3	-2.7	6	6
COc1cc(/C=N/NC(=O)CNC(=O)c2ccncc2)ccc1OC(C)=O	121	0	0.4	0.2	-3.3	3	-25	0	0.8	1	19
COc1cccc2c(=O)n(CC(=O)N3CCCc4ccccc43)ccc12	103	-26	2.9	0.8	-1.1	-13	-5	9	3.4	-5	6
Cn1c(=O)c2c(ncn2CC(=O)NC2CCCCC2)n(C)c1=O	109	.	1.8	0.2	.	-3	-9	.	0.9	2	.
CCC/C=N/NC(=O)c1ccccc1O	101	0	2.6	1.7	-0.3	-10	0	0	0.8	-19	2
COc1ccc(Nc2cccccc2=O)cc1	.	-6	3.4	0.3	-0.7	-5	6	2	0.6	13	4
CCOc1ccc(C(C(=O)NCC2CCCO2)N(CCc2cccc(C)c2)C(=O)c2snc(C(N)=O)c2N)cc1 (configuration not stated)	106	-9	1.4	.	-1.9	-15	-7	3	.	.	10
Cc1ccc(-c2nc(CS(=O)(=O)CC(=O)NCCCN(Cc3ccccc3)C(C)C)c(C)o2)cc1	99	-14	-1.9	1.3	1.2	-3	-21	0	-0.4	-14	-7
O=C(O)C1C(c2ccccc2)c2ccccc2C(O)C1CO (configuration not stated)	98	5	2.1	.	-1.7	-4	.	-2	.	.	9
CC(C)Oc1ccc(S(=O)(=O)N2CCCCC2)cc1NC(=O)C1CCCC1	.	-3	0.3	1.2	-3.3	-7	8	1	1.4	-3	13
COc1ccc(CCNCC(O)Cn2c3ccccc3c3ccccc32)cc1OC (configuration not stated)	103	-5	5.2	-1.2	8.7	7	19	2	1.8	-16	-45
O=C(Cc1cccc2ccccc12)NCCC1=CCCCC1	73	-16	4.6	4.1	-1.6	-11	-8	1	1.7	-7	8
Cc1ccc(S(=O)(=O)N2CCC(NC(=O)c3cccc(C)c3)CC2)cc1	96	25	3.3	0.8	-3.0	1	-11	3	3.2	0	15
COc1cc(C2SCC(=O)N2c2nnc(C34CC5CC(CC(C5)C3)C4)s2)cc(OC)c1OC (configuration not stated)	90	-14	-0.6	-1.5	-2.3	6	17	-2	0.6	-6	13
Fc1ccc(/C=N/Nc2nc(-c3cccnc3)nc3ccccc23)cc1	.	0	3.2	0.1	1.6	-3	2	3	-1.1	23	-8
CC(C)N(C(=O)CSc1ccc(S(=O)(=O)N2CCCCC2)cn1)C(C)C	109	-3	2.4	-0.8	-4.2	-7	-16	1	0.7	8	17
O=C(COC(=O)/C=C/c1ccc(S(=O)(=O)N2CCc3ccccc32)cc1)NC1CCS(=O)(=O)C1 (configuration not stated)	98	5	3.8	0.5	-2.1	-1	-20	-2	-2.5	4	11

# More compounds.
SMILES	Pemphigus Ab inh	HTR5A inv ag	phage Ecoli inh	AddAB inh	MOR-DOR ag	PKA-R1A act	PfHsp90 set2	HTR5A ag ctr	Ecoli viability	Mot1-301 SUMO	MOR-DOR inv ag
NC(=O)c1cc(NC(=O)CCc2nc3ccccc3s2)cc(C(N)=O)c1	101	-4	1.0	-2.2	-1.0	14	-8	1	-1.1	2	4
CCCSc1nnc(-c2cnn(-c3ccccc3)c2-n2cccc2)n1C	101	1	3.5	2.1	-3.9	-7	.	0	-1.4	-19	19
NS(=O)(=O)c1ccc(N2N=C(c3ccccc3)CC2c2cccc(F)c2)cc1 (configuration not stated)	96	13	2.9	3.2	5.2	-3	-24	5	-0.8	-12	-28
N=C1C(c2nc(-c3ccc(F)cc3)cs2)=C(O)CN1Cc1ccc(Cl)cc1	95	-14	0.6	-0.2	8.3	10	-33	9	-3.2	13	-43
